# HEK293 NOD2/NF-kB = NOD2 signaling inhibitors, cell-based, luminescence, uHTS, HEK293 (AID 1566) | HEK293 NOD2/NF-kB luciferase reporter, luminescence; higher % means a stronger effect | 290,000 compounds, 0.63% hits | inhibition, % at 4 µM; hits with a dose series show EC50 in µM; also: many of its hits are not listed in these tables
# AID2073 = inhibitors of Mint1-CaV2.2 protein interaction, biochemical, HTRF (AID 2073); Voltage-dependent N-type calcium channel subunit alpha-1B (Homo sapiens); inhibition, % at 20 µM, or IC50 in µM where a hit was titrated; 290,000 compounds, 0.19% hits; HTRF protein-protein interaction, Mint1-CaV2.2; higher % means a stronger effect; in the data active = inhibition mostly above about 51%, no sharp cut-off; inconclusive = no clear call, values can overlap the other calls; inactive = mostly below about 53%; also: some results filed as inactive read as strong as hits
# Hep lipid drop = inhibitors of hepatocyte lipid droplet formation, primary screen, imaging, high-throughput imaging, BODIPY stain. inhibition, % at 6.5 µM. AML12 mouse hepatocytes, oleate lipid droplets. 240,000 compounds, 0.4% hits;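 active = lipid droplet intensity inhibited by at least 50%, with more than 500 cells counted; inconclusive = wells with under 300 cells, treated as cytotoxic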
#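 Assay system: AML12 mouse liver cells | Compound: 6.5 µM single-point dosing | Schedule: Overnight exposure | Technique: Fluorescence imaging, 20x objective, two fields per well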
# LYP inhibition = inhibitors of LYP phosphatase, biochemical, fluorescence intensity, uHTS (AID 1779) | Tyrosine-protein phosphatase non-receptor type 22 (Homo sapiens) | recombinant LYP phosphatase, fluorescence intensity; higher % means a stronger effect | inhibition, % at 11.5 µM; hits with a dose series show IC50 in µM | 290,000 compounds, 0.054% hits;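 also: plate controls were vehicle with enzyme for no effect and no enzyme for full effect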
# SIAH1 antagonists = Siah-1 peptide-binding antagonists, primary screen, biochemical, fluorescence polarization, rhodamine-plectin, uHTS (AID 1817) | E3 ubiquitin-protein ligase SIAH1 (Homo sapiens) | displacement, % at 20 µM, or IC50 in µM where a hit was titrated | 290,000 compounds, 0.02% hits | Siah-1 / rhodamine-plectin peptide fluorescence polarization; higher % means a stronger effect;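 active = displacement of at least 50% at 20 µM, with a fluorescence ratio check between 0.3 and a set limit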;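 also: plate controls were Siah plus tracer with DMSO for no effect and tracer alone without Siah for full effect; strong numbers were not always called active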
# P. falciparum M1AAP = P. falciparum M1AAP inhibitors, biochemical, fluorogenic H-Leu-NHMec substrate, 1536-well (AID 1445); Aminopeptidase N (Plasmodium falciparum (isolate 3D7)); 220,000 compounds, 0.42% hits; recombinant M1AAP, H-Leu-NHMec fluorogenic kinetic assay; higher % means a stronger effect; one-dose inhibition, % at 30 µM; IC50 in µM for titrated hits;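 active = primary inhibition above the hit cutoff, then over 50% inhibition at one or more dose response concentrations, cut at about 23% in these data, passing the limit was not always enough; inconclusive = conflicting primary data, or primary hits not chosen for dose response; inactive = low primary inhibition, or under 50% at every dose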;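 also: plate controls were DMSO full reaction for no effect and no enzyme background for full effect; strong numbers were not always called active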
# P. falciparum M17LAP = P. falciparum M17LAP inhibitors, primary screen, biochemical, fluorogenic H-Leu-NHMec substrate, 1536-well (AID 1619); Leucine aminopeptidase (Plasmodium falciparum (isolate 3D7)); recombinant M17LAP, H-Leu-NHMec fluorogenic kinetic assay; higher % means a stronger effect; inhibition, % at 30 µM, or IC50 in µM where a hit was titrated; 220,000 compounds, 0.38% hits;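 active = compound inhibiting the enzyme by more than half at any dose during confirmatory dose-response retesting; inconclusive = strong single-dose inhibitors picked by rank but not retested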;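 also: plate controls were full reaction with DMSO carrier for no effect and no enzyme background for full effect; strong numbers were not always called active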
# XIAP displacement = XIAP antagonists, biochemical, IAP family, fluorescence polarization (AID 1018) | 200,000 compounds, 0.007% hits | E3 ubiquitin-protein ligase XIAP (Homo sapiens) | XIAP BIR domain, fluorescence polarization peptide displacement; higher % means a stronger effect | displacement, % at 20 µM, or IC50 in µM where a hit was titrated; in the data active = displacement above about 50%; also: a part of the inactive calls stands beside numbers as strong as those of hits
# CSM14.1 death rescue = rescue of cells from ER stress-induced death, primary screen, 384-well, CSM14.1, thapsigargin, ATP luminescence (AID 1222); CSM14.1 thapsigargin-induced death rescue, ATP luminescence; higher % means a stronger effect; cellular ATP content (survival), % at 20 µM, or EC50 in µM where a hit was titrated; 190,000 tested, under 10 active;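 active = EC50 below 50 µM in the dose-response confirmation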;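 also: death triggered by thapsigargin at about 15 µM added after 2 h compound pretreatment; cell ATP read after overnight thapsigargin exposure of roughly 18 to 22 hours; normalized against plate controls of thapsigargin alone and 5% DMSO vehicle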
# Hep lipid drop cells 6.5 µM = also measured in Hep lipid drop; calls as there; cell count; measured here: cell count, cytotoxicity flag;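 cells counted across two imaged fields per well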
# Starred values were filed as active, the others as inactive; ? = inconclusive; nt = not tested or not shown. Rule as the data show it, unless noted: active = inhibition above about 50%; inactive = the rest. Only part of the results is shown, so the mix of outcomes need not match the whole.
SMILES,HEK293 NOD2/NF-kB,AID2073,Hep lipid drop,Hep lipid drop cells 6.5 µM,LYP inhibition,SIAH1 antagonists,P. falciparum M1AAP,P. falciparum M17LAP,XIAP displacement,CSM14.1 death rescue
O=C1CCC(C(=O)O)(c2ccccc2)C1 (stereo unspecified),11.5%,2.6%,nt,nt,-11.2%,-0.2%,-0.3%,-15.4%,-2.4%,5.5%
CCOC(=O)N1CCN(S(=O)(=O)N2CCCC(C(=O)NCCc3ccccc3)C2)CC1 (stereo unspecified),-3.1%,-10.5%,0.5,748,-9.8%,-5.0%,nt,nt,nt,nt
COc1ccc(CCNC(=O)CSc2nc3[nH]ncc3c(=O)[nH]2)cc1OC,8.5%,-7.1%,5.3,691,-7.6%,-8.4%,-0.2%,5.3%,-1.6%,nt
CCN(C(=O)CN1C(=O)/C(=C/c2ccccc2F)SC1=S)C1CCS(=O)(=O)C1 (stereo unspecified),2.3%,-3.9%,-0.7,709,-5.4%,1.5%,nt,nt,nt,nt
COc1ccc(/C=N/n2cncn2)cc1CSc1ccccn1,4.2%,3.7%,5.6,732,-4.1%,-3.4%,11.1%,6.4%,-3.2%,-2.6%
CN1CCN(c2nc(-c3ccccc3)cc(C(F)(F)F)n2)CC1,22.5%,2.7%,nt,nt,-7.2%,0.9%,7.8%,-2.5%,-4.8%,11.7%
CC(=O)c1c(C)oc(C)c1CSCc1ccc(C(=O)O)o1,5.5%,-0.8%,5.1,588,-1.0%,5.5%,12.7%,16.3%,-3.8%,-1.0%
OC1CCCN(Cc2ccc3ccc4cccc5ccc2c3c45)C1 (stereo unspecified),-6.6%,15.5%,nt,nt,-0.5%,3.2%,15.1%,-1.4%,-3.3%,-1.3%
CCOC(=O)C1C2C=CC3(CN(Cc4cccs4)C(=O)C13)O2 (stereo unspecified),11.5%,-6.3%,?,nt,-13.0%,1.8%,7.6%,4.3%,-2.5%,4.2%
COc1ccccc1C(=O)Nc1nc2cc3c(cc2s1)OCO3,-118.4%,?,8.9,732,-14.9%,0.1%,17.0%,5.8%,nt,nt
CC(C)(C)OC(=O)NCC12C=CC(O1)C1C(=O)N(Cc3ccccc3)C(=O)C12 (stereo unspecified),15.5%,1.2%,7.9,800,-8.1%,0.6%,-5.4%,0.8%,-6.3%,-5.9%
COc1ccc(C2=Nc3ccccc3OC2)cc1,-41.4%,-5.4%,8.7,764,-7.9%,-2.6%,14.6%,4.0%,-1.0%,-7.3%
O=S(=O)(NC1Cc2ccccc2C1)c1ccccc1,-14.9%,11.1%,3.6,698,3.1%,-2.7%,nt,nt,nt,nt
c1ccc(Oc2cccc(CN3CCCCC3)c2)cc1,-6.4%,0.7%,56.2*,773*,3.2%,-1.8%,1.7%,7.6%,-7.2%,-0.8%
COc1ccc(S(=O)(=O)N2CCCN(C)CC2)cc1,3.3%,-19.9%,14.4,868,-6.4%,0.5%,nt,nt,nt,nt
CC(C)CC(=O)NC(=S)Nc1cccc(NC(=O)c2ccccc2)c1,1.1%,5.0%,-14.0,618,-2.6%,3.8%,3.1%,7.6%,4.5%,0.2%
COc1cc(C(=O)NC2CCCc3c2cnn3-c2ccccc2F)cc(OC)c1OC (stereo unspecified),48.5%,6.7%,-17.1,642,-9.0%,2.9%,nt,nt,nt,nt
O=C(Nc1ccccc1)C(c1ccccc1)c1ccccc1,-10.9%,-9.2%,nt,nt,-6.2%,-2.9%,nt,nt,nt,nt
COc1ccccc1CCNC(=O)C(=O)c1cn(CC(=O)N2CCOCC2)c2ccccc12,0.6%,1.9%,-4.5,713,-8.3%,-0.8%,nt,nt,nt,nt
COc1ccc(NC(=O)/C=C/c2ccc(OC(F)F)cc2)cn1,3.9%,7.7%,18.3,843,-2.4%,-0.9%,nt,nt,nt,nt
CC1=C(C#N)C(=O)NC(=O)/C1=C\c1ccc(-c2ccc(C)cc2[N+](=O)[O-])o1,2.8%,7.0%,-34.9,688,-2.1%,6.3%,20.8%,13.1µM*,-4.2%,0.5%
COc1ccc(-n2ccc(=O)c(C(=O)O)n2)cc1,9.0%,11.9%,-7.3,733,-6.3%,-1.4%,nt,nt,nt,nt
COc1cccc(/C=N/NC(=O)c2c(-c3ccccc3)noc2C)c1O,17.8%,8.9%,nt,nt,1.3%,-3.2%,7.4%,11.7%,-0.1%,-0.7%
CN1CCN(CCCNC(=O)Nc2ccc([N+](=O)[O-])cc2)CC1,24.2%,-9.7%,-14.7,404,-8.3%,-5.5%,nt,nt,nt,nt
Cn1c(CS(=O)Cc2c(Cl)cccc2Cl)nnc1SCc1ccc(Cl)cc1 (stereo unspecified),2.1%,-3.2%,-41.7,664,3.3%,-4.4%,0.9%,33.0%,-2.5%,0.3%
COc1ccc(NC(=O)CSc2nnc(C3CCCCC3)n2N)cc1OC,-0.9%,4.0%,-7.3,684,-7.3%,7.7%,nt,nt,nt,nt
CC(C)N(C(=O)C[n+]1ccc(/C=N/O)cc1)C(C)C,3.9%,9.8%,-16.8,496,0.8%,-3.4%,0.4%,17.4%,-6.8%,-3.4%
C/C(=N\NC(=O)c1ccoc1C)c1ccc(Cl)s1,-1.8%,9.2%,13.9,850,-8.5%,3.5%,nt,nt,nt,nt
CC(C)CC(c1nnnn1C1CCCCC1)N1CCN(C(=O)c2ccco2)CC1 (stereo unspecified),8.2%,-4.4%,-3.0,851,-5.7%,-2.0%,nt,nt,nt,nt
Cc1ccc(C(=O)N/N=C\c2ccc(-c3ccc(Cl)cc3)o2)cn1,3.9%,5.0%,-2.7,612,-0.2%,1.8%,8.7%,-2.0%,nt,nt
COc1cc(OC)cc(C(=O)NCC(=O)OCC(=O)N2c3ccccc3NC(=O)C2(C)C)c1,23.3%,24.9%,-2.5,641,-7.0%,-10.3%,1.1%,3.3%,-5.9%,1.0%
COc1cc(-c2nnc(-c3ccc(N4CCOCC4)cc3)o2)cc(OC)c1OC,14.2%,28.1%,nt,nt,-6.3%,-1.2%,8.2%,7.3%,-3.8%,-0.8%
CCOC(=O)c1c(C)[nH]c(C)c1C=O,7.6%,-9.1%,8.8,696,-8.0%,27.5%,4.9%,-9.1%,-3.4%,1.6%
O=C(CCS(=O)(=O)c1cccc2nonc12)NCc1ccc(Cl)cc1,4.2%,-6.2%,-12.6,619,-8.9%,-5.4%,0.2%,2.5%,-10.6%,-0.8%
COC(=O)c1ccc(NCCc2csc(-c3ccc(C)cc3)n2)c([N+](=O)[O-])c1,0.2%,-5.7%,-15.9,548,-1.7%,2.4%,-1.9%,-1.6%,-7.8%,-1.5%
Cc1cc(N/C=C\c2nnnn2-c2ccc(F)cc2)no1,-25.3%,5.4%,-9.7,675,-1.0%,5.0%,-2.1%,-11.3%,-5.7%,-1.2%
CCc1nnc(NS(=O)(=O)c2ccc(NC(=S)Nc3ccc(F)cc3)cc2)s1,-37.6%,-15.2%,-7.7,689,3.7%,-2.6%,0.6%,10.3%,-5.1%,-1.8%
Cc1coc2cc3oc(=O)c(CCC(=O)N[C@@H](CCCNC(N)=O)C(=O)O)c(C)c3cc12,12.4%,28.5%,-9.5,823,-4.4%,10.2%,nt,nt,nt,nt
O=C(CSc1ncnc2nc[nH]c12)c1ccc([N+](=O)[O-])cc1,-0.2%,-27.8%,6.6,716,-6.5%,-2.1%,-12.0%,0.9%,nt,nt
O=C(N/N=C/c1ccc(N2CCOCC2)o1)c1ccccc1[N+](=O)[O-],11.6%,74.1%,-13.8,678,0.3%,-0.3%,2.2%,15.3%,0.7%,-1.7%
COc1ccc(NC(C)=O)cc1C#N,1.0%,-7.9%,0.1,709,-5.3%,10.0%,3.6%,-15.5%,1.5%,0.0%
COc1cccc(CNc2ccc(C(=O)O)cc2)c1OCc1ccccc1,15.8%,5.6%,7.3,741,-0.5%,5.0%,3.0%,-4.2%,-2.9%,1.2%
COc1cccc(C(=O)Nc2ccc(-c3nnc(-c4ccco4)o3)cc2)c1,15.5%,13.1%,nt,nt,0.1%,-1.1%,4.0%,5.5%,-3.8%,0.2%
Cc1nn(Cc2ccccc2Cl)c(C)c1C(=O)NCc1ccco1,16.2%,7.1%,-6.4,798,-4.3%,3.3%,4.3%,4.8%,-6.1%,2.6%
Cc1cccc(C2NC(c3cccc(C)c3)C([N+](=O)[O-])C(C)(C)C2[N+](=O)[O-])c1 (stereo unspecified),8.4%,7.2%,-39.7,574,-5.7%,5.5%,1.1%,4.7%,-18.5%,-1.0%
COc1ccccc1N1CCN(C(=O)c2ccc(NS(=O)(=O)c3ccc(C)cc3)cc2)CC1,7.9%,-2.9%,12.9,648,-0.4%,1.1%,0.6%,-5.7%,-3.1%,-1.2%
C/C(CC(=O)NC1CCCCC1)=N\NC(=O)c1ccccn1,-9.5%,6.5%,11.5,752,-6.2%,-1.7%,nt,nt,-6.5%,-0.8%
CC1=C(C)C(=O)N(c2ccc(C(=O)O)cc2)C1=O,11.1%,2.7%,nt,nt,-5.1%,-3.1%,-1.4%,2.0%,-6.7%,0.8%
COc1ccc(C(CNC(=O)Nc2ccccc2)N2CCN(C)CC2)cc1 (stereo unspecified),-7.6%,6.9%,-0.6,778,-10.7%,4.5%,nt,nt,nt,nt
C=CCNC(=O)CN1N=C(c2ccc(C)cc2)CCC1=O,-6.8%,4.9%,4.0,789,-5.7%,0.2%,nt,nt,nt,nt
O=[N+]([O-])c1ccc(-c2ccc(/C=N/n3cnnc3)o2)c(Br)c1,14.3%,3.0%,-1.4,835,-10.0%,-6.6%,nt,nt,nt,nt
Cc1c(NC(=O)C2CCN(S(=O)(=O)c3cccs3)CC2)c(=O)n(-c2ccccc2)n1C,-4.1%,-1.3%,-3.5,747,-4.9%,16.5%,1.1%,-2.4%,nt,nt
